D2 agonist: agonists of human D2 dopamine receptor. P14416. 340,000 tested, 0.53% active. activation, % at 2 µM. HEK293 T-REx D2 cells, calcium flux agonist mode;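 active = activation over 3 SD above normal in the single-dose calcium agonist read, cut at about 30% in these data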; also: 0% is about no effect
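Calcium-flux readout, 1 cycle/sec over 180 s following compound pin transfer, in inducible HEK293 Trex D2 cells (force-coupled); dopamine controls included. Positive calcium responses during this window marked compounds as potential agonists.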
D1 antag: human D1 dopamine receptor antagonism | P21728 | HEK293 TREx D1 cells, calcium flux, dopamine EC80; hits give low values | activity change, negative = inhibition, % at 10 µM | 360,000 tested, 3.2% active | AID 504652; in the data active = activity change below about -30%; also: % is scaled to controls: 0 for no effect and ±100 for the full control effect
Target sequence (P21728 whole entry, looked up): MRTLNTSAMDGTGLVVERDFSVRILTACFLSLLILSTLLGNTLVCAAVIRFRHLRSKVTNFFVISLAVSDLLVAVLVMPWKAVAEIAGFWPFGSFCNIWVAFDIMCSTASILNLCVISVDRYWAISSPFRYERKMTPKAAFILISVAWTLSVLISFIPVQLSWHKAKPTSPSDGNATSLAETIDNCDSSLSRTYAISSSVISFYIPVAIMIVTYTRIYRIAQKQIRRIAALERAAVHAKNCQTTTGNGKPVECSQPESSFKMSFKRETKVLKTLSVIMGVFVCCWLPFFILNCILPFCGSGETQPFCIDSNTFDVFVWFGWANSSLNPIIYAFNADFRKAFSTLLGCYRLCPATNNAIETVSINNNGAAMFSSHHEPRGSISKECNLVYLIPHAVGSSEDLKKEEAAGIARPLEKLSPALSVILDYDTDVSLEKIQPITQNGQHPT
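Allosteric or orthosteric antagonism assessed as attenuation of the calcium response to EC80 dopamine, added 180 s after compound, in induced HEK293 Trex D1 cells loaded with no-wash calcium dye.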
RXFP1 antag: antagonists of human relaxin receptor RXFP1; Q9HBX9; AID 1259400; activity change, negative = inhibition, % at 57.5 µM; 350,000 tested, 0.59% active; HEK293-RXFP1, relaxin-stimulated cAMP HTRF, 30 min; hits give low values;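 active = activity change of -60% or lower, but not beyond a set lower limit; inconclusive = change between -60% and -40%, or beyond the set limit; inactive = change above -40%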; also: % is scaled to controls: 0 for no effect and ±100 for the full control effect
D2 antagonist: antagonizes the human D2 dopamine receptor. P14416. HEK293 TREx D2 cells, calcium flux, dopamine EC80. inhibition, % at 10 µM. 340,000 tested, 2% active. AID 485344; in the data active = inhibition above about 30%; also: 0% is about no effect
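Measurement of antagonist activity uses fluorescent calcium dye in inducible HEK293 T-REx D2 cells: 10 s baseline, compound addition with 180 s read, EC80 dopamine addition with a further 180 s read.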
TRHR PAM: TRH receptor (human) allosteric enhancement; TRHR cells, fluo-8 calcium fluorescence, EC20 TRH enhancement; P34981; AID 493056; 360,000 tested, 0.66% active; enhancement, % at 2 µM; in the data active = enhancement above about 30%; also: 0% is about no effect
Target sequence (P34981 whole entry, looked up): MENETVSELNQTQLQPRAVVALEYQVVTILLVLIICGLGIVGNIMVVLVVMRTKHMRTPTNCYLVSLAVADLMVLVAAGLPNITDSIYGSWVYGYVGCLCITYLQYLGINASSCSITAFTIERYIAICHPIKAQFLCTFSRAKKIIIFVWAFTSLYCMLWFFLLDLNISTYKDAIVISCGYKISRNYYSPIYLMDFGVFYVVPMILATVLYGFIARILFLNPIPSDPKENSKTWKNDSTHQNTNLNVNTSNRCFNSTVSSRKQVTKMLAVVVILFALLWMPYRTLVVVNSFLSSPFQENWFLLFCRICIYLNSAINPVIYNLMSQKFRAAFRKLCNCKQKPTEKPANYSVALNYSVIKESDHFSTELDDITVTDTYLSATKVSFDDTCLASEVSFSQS
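TRHR-expressing cells loaded with fluo-8 calcium dye were read kinetically (ex 480/em 530) during compound addition, then stimulated with an EC20 of TRH (10 nM final). Enhancement of the Gq-mediated intracellular calcium response was scored.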
D2 PAM: D2 dopamine receptor (human) potentiation; HEK293 T-REx D2, calcium flux, EC20 dopamine potentiation; 340,000 tested, 0.34% active; potentiation, % at 10 µM; P14416;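 active = potentiation over 3 SD above the plate norm, cut at about 30% in these data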; also: 0% is about no effect
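Using a no-wash calcium dye in inducible, force-coupled HEK293 Trex cells expressing D2, we tracked fluorescence each second for 180 s after compound, then for 180 s after EC20 dopamine to detect augmented signalling.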
D1 potentiator: potentiators of human D1 dopamine receptor | HEK293 TREx D1 cells, calcium flux, dopamine EC20 potentiation | AID 504651 | P21728 | 360,000 tested, 0.036% active | potentiation, % at 10 µM; in the data active = potentiation above about 30%; also: 0% is about no effect
RXFP1 agonist: RXFP1 (human) receptor agonism. Q9HBX9. HEK293T-RXFP1 cAMP TR-FRET, 30 min; response scale: percent of porcine relaxin response, buffer zero. Potency, µM (doses to about 57.5 µM), for inactives: at the highest dose activation, usual class: activators. 370,000 tested, 0.3% active; active = well fitted activation curve with a large enough effect; inconclusive = small, poorly fitted or top-dose-only effect; also: potency is read from the fitted curve at half-maximal effect; % is scaled to controls: 0 for no effect and ±100 for the full control effect; nearly all actives have a fitted effect of over 60% in size; many of its hits are not listed in these tables
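HEK293T cells stably expressing RXFP1 were pretreated with the PDE4 inhibitor Ro 20174, exposed to compounds for 30 min at 37C, lysed, and cAMP was read by TR-FRET. Data normalized to buffer (basal) and 29 nM porcine relaxin (100%).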
D1 ag: agonists of human D1 dopamine receptor; P21728; HEK293 T-REx D1 cells, calcium flux, agonist mode; activation, % at 2 µM; 360,000 tested, 1% active; in the data active = activation above about 30%; also: 0% is about no effect
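Tetracycline-induced HEK293 TREx D1 cells, force-coupled to calcium signalling, were dye-loaded with a no-wash calcium kit. Compound was pin-added after a 10 s baseline. Fluorescence was read kinetically at 1 cycle/s for 180 s, with calcium rises flagged as agonism.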
An asterisk follows results filed as active; ? = inconclusive; . = not tested or not shown.

SMILES	D2 agonist	D1 antag	RXFP1 antag	D2 antagonist	TRHR PAM	D2 PAM	D1 potentiator	RXFP1 agonist	D1 ag
O=C(c1cc2c(ccc3ccccc32)oc1=O)N1CCN(CCO)CC1	0.3	4	5	1	3	9	2	2.6%	0
O=S(=O)(NCC(c1cccnc1)N1CCN(c2ccc(F)cc2)CC1)c1cccs1 (configuration not stated)	0.6	-31*	1	-3	0	9	-3	-0.8%	-2
O=C(Nc1ccc2nc(SCC(=O)N3CCCC3)sc2c1)c1ccccc1	0.8	2	9	.	3	-10	0	0.0%	-2
Cc1noc(C)c1COc1ccccc1C(=O)NC(C)c1ccc(Cl)cc1 (configuration not stated)	-0.7	-7	-1	-26	-8	11	0	-0.5%	-1
O/N=C/Cc1[nH]c2ccccc2c1-c1ccccc1	-1.4	3	0	-6	14	-3	-3	-2.3%	0
CC(=O)c1c(C)[nH]c(C(=O)NC2=NCCS2)c1C	-0.4	42	-2	-10	-2	-5	-1	0.8%	-2
CCCCNC(=O)COC(=O)c1ccc(Cl)c(S(N)(=O)=O)c1	0.4	.	-19	-29	12	12	2	0.5%	-2
CC(C)N1C(=O)S/C(=C\c2ccc(-c3ccc(Cl)c(C(=O)O)c3)o2)C1=O	0.8	5	8	-9	5	3	-4	2.0%	2
Cc1cc(OCc2cc(C(=O)NC(C)c3c(C)nn(C)c3C)no2)cc(C)c1Cl (configuration not stated)	-0.7	2	-26	-11	0	1	-2	0.4%	15
COC(=O)[C@H]1C2CCC(C(=O)OC)(CC2)[C@H]1C(=O)OC	-0.2	4	-11	1	0	13	-5	0.8%	1
COc1ccc(NS(=O)(=O)c2cccc(C(=O)NCCCN3CCCC3=O)c2)cc1	0.0	13	11	-1	-2	-3	4	-0.9%	1
CCn1c(SCC(=O)N2CCCC2)nc2c(c1=O)SC(C)C2 (configuration not stated)	-0.8	-6	-4	2	5	19	-10	1.6%	2
Cc1nc(C(C)NC(=O)CCc2nnc(Cc3c[nH]c4ccccc34)o2)cs1 (configuration not stated)	0.9	12	-1	-6	-1	0	-6	0.1%	0
Cc1cn(C(=O)c2ccccc2)c(=S)n1-c1ccc(Br)cc1	0.0	-4	14	13	-10	3	8	0.9%	0
O=C(N/N=C\c1ccccn1)C1COc2cc3ccccc3cc2O1 (configuration not stated)	-2.0	-17	-20	28	6	-1	-5	0.8%	5
COc1ccc2nc(SCC(=O)c3c(C)[nH]c4ccccc34)nc(C)c2c1	-0.2	4	.	.	0	-3	-2	22%	0
Cc1ccc(NC(=O)CSc2nnc(-c3cccnc3)o2)c(C)c1	0.3	-11	-19	7	-5	3	-4	2.0%	2
COc1cc(C)c(C(=O)CSc2nnc(CNC(=O)c3ccco3)n2C)cc1C	-2.3	12	-19	0	-5	.	-3	-1.2%	0
CC(CC(=O)NCc1ccc(Cl)cc1Cl)CC1=NS(=O)(=O)c2ccccc2N1 (configuration not stated)	-0.4	-1	.	.	1	7	-2	-1.8%	21
CCOP(=O)(c1ccccc1)C1(C#N)CC1 (configuration not stated)	0.3	-6	-1	9	-4	-13	-2	-0.1%	-1
CSc1ccc(Cn2nnc(C(=O)NCCc3ccc(Cl)cc3)c2N)cc1	0.3	0	-10	-9	4	15	7	0.6%	4
COC(=O)C1C(O)=C(C(C)=N)C(=O)CC1(C)C (configuration not stated)	0.7	-2	1	8	3	-2	-1	0.8%	2
CC(C)(C)c1ccc(C(=O)c2c[nH]c(C(=O)NCCCn3ccnc3)c2)cc1	.	1	1	.	0	.	-1	0.4%	4
Cc1nc2c3cc(F)ccc3n(CCN3CCCCC3)c2s1	-0.3	14	12	-1	-6	-19	-2	0.0%	1
CCOC(=O)c1cccc(Nc2nc(C)cc(C)n2)c1	-1.2	2	-8	-6	-4	0	3	1.6%	-2
C=CCn1c(N)c(-c2nc3ccccc3n2C)sc1=S	0.8	1	-14	-14	-2	31*	-3	1.7%	0
Cc1cc(Cl)ccc1OCC(=O)NCC(=O)N/N=C/c1ccco1	0.3	-7	-15	-1	-3	-18	0	-0.7%	2
COc1ccc(CNC(=O)c2ccc(Cn3c(=O)c4cccn4c4cccnc43)cc2)cc1OC	.	5	0	.	6	-1	-2	-0.1%	1
COCCN1C(=O)c2[nH]nc(-c3c(C)cc(C)cc3O)c2C1c1cccc(O)c1 (configuration not stated)	-1.2	0	-2	.	1	0	0	-0.3%	1
CCOC(=O)c1ccc(-c2cccc(C(F)(F)F)c2)nc1C	.	-10	21	.	12	.	-2	2.2%	3

An excerpt from above in order of number of heavy atoms, largest number first.
SMILES	D2 agonist	D1 antag	RXFP1 antag	D2 antagonist	TRHR PAM	D2 PAM	D1 potentiator	RXFP1 agonist	D1 ag
COc1ccc(CNC(=O)c2ccc(Cn3c(=O)c4cccn4c4cccnc43)cc2)cc1OC	.	5	0	.	6	-1	-2	-0.1%	1
CC(CC(=O)NCc1ccc(Cl)cc1Cl)CC1=NS(=O)(=O)c2ccccc2N1 (configuration not stated)	-0.4	-1	.	.	1	7	-2	-1.8%	21
CSc1ccc(Cn2nnc(C(=O)NCCc3ccc(Cl)cc3)c2N)cc1	0.3	0	-10	-9	4	15	7	0.6%	4
CC(C)N1C(=O)S/C(=C\c2ccc(-c3ccc(Cl)c(C(=O)O)c3)o2)C1=O	0.8	5	8	-9	5	3	-4	2.0%	2

Some values from the results shown:
D2 agonist result of `Cc1nc2c3cc(F)ccc3n(CCN3CCCCC3)c2s1` stands at -0.3
D2 PAM result of `Cc1cc(Cl)ccc1OCC(=O)NCC(=O)N/N=C/c1ccco1` stands at -18
D1 potentiator result of `COc1ccc2nc(SCC(=O)c3c(C)[nH]c4ccccc34)nc(C)c2c1` stands at -2
RXFP1 antag result of `CCOP(=O)(c1ccccc1)C1(C#N)CC1` (configuration not stated) stands at -1

New compounds follow:
SMILES	D2 agonist	D1 antag	RXFP1 antag	D2 antagonist	TRHR PAM	D2 PAM	D1 potentiator	RXFP1 agonist	D1 ag
O=[N+]([O-])c1ccc(CNCc2cc(Cl)ccc2O)cc1	0.4	4	.	-8	-4	-6	0	0.2%	5
COc1cc2c(cc1/C=C1/NC(=O)N(c3ccccc3)C1=O)OCO2	-0.6	-1	-9	-1	0	1	-4	0.2%	0
C/C(=C/CCC(C)[C@H]1CC[C@@]2(C)C3=C(CC[C@]12C)[C@@]1(C)CCC(=O)C(C)(C)[C@@H]1CC3)C(=O)O (some centres not stated)	-0.5	-34*	.	-5	18	-1	-7	2.9%	9
Cc1ccccc1Cc1c(C)nc2nc(SCC(=O)NCCCN3CCCCC3)nn2c1C	0.7	4	14	75*	3	15	-3	1.9%	4
Cc1cc(NC(=O)c2oc3ccccc3c2C)ccc1-n1cnnn1	-1.4	23	-17	0	6	2	-8	3.0%	3
Cc1cccc(CNC(=O)c2oc3c(c2C)-c2nn(Cc4cccc(Cl)c4)cc2CC3)c1	-0.6	-3	?	.	-12	10	-2	13%	3
O=C1c2ccccc2C(=O)N1CC1c2ccccc2CCN1S(=O)(=O)c1cnc[nH]1 (configuration not stated)	0.8	-3	2	46*	-1	-4	2	0.3%	2
COc1ccccc1CCNC(=O)C1CCN(c2nc3ccccc3nc2C(F)(F)F)CC1	-0.4	11	.	.	1	3	3	14%	6
COc1ccc(S(=O)(=O)N2CCCCC2)cc1NC(=O)C1CC1C (configuration not stated)	-0.1	-16	3	-1	4	5	-2	-2.1%	1
COC(=O)c1ccc(-c2nc(O)c(C)s2)cc1	2.1	-4	-10	-8	-7	1	1	8.5%	9
Cn1c(-c2ccc(C(C)(C)C)cc2)n[nH]c1=S	0.3	13	-17	4	-4	14	2	0.1%	-1
CC(=O)NCCCC(=O)NC(CCC(=O)OCc1ccccc1)C(=O)OCc1ccccc1 (configuration not stated)	-1.2	-21	.	12	18	-4	4	-2.1%	0
CCOC(=O)c1cccc(NS(=O)(=O)c2ccc(NC(C)=O)cc2)c1	-0.5	-5	-5	-14	-2	11	3	-0.3%	2
CCOC(=O)N1CCC(NC(=O)CC2C(=O)NCCN2Cc2ccccc2F)CC1 (configuration not stated)	0.4	7	-34	-4	-11	3	4	-0.5%	1
COc1cccc(CNC(=O)c2cc(C3CC3)nc3c2cnn3C(C)C)c1	0.6	-2	-36	17	5	-12	-7	-1.1%	1
Cc1cc(CNC(=O)COc2ccc(F)cc2)c2ccccc2n1	-1.1	12	19	-9	-1	-5	-10	1.3%	9
CCOc1ccc(S(=O)(=O)Nc2ccc(C(=O)NCCCN3CCCC3=O)cc2)cc1	-0.9	-7	-2	20	-6	11	-3	-0.4%	-2
COc1ccccc1Cn1c(-c2ccccc2OC)nc2ccccc21	1.0	7	-7	22	37*	10	1	-1.2%	-1
CCOCCCNC(=O)CC1Oc2ccc(C)cc2NC1=O (configuration not stated)	-0.2	-5	0	-21	-5	-2	-10	1.3%	1
COc1ccc(NC2CCCN(C(=O)CSc3ccccc3)C2)cc1 (configuration not stated)	0.9	-13	-4	8	0	-1	7	2.0%	0
CCN1CCN(C(=O)CN(C)S(=O)(=O)c2ccc(OC)c(C)c2)CC1	-0.5	4	-15	0	6	7	-1	0.2%	2
CCN(CC)S(=O)(=O)c1ccc(N2CCOCC2)c(NC(=O)COc2ccccc2C#N)c1	-0.7	21	0	-4	1	8	1	21%	0
NC(=O)c1ccc(NC(=O)COC(=O)c2ccc3c(c2)OCCO3)cc1	-0.5	11	-7	7	0	13	2	17%	5
Cc1ccc(C(=O)OCCOc2cccc(Cl)c2)cc1S(=O)(=O)N1CCOCC1	.	-15	-2	.	-5	2	-2	-0.3%	31*
CC(=O)c1c(C)[nH]c(C(=O)OC2CCCCC2=O)c1C (configuration not stated)	.	-14	2	.	-9	.	-5	1.4%	0
Cn1cccc1-c1cc(C(=O)N/N=C/c2ccccc2Cl)[nH]n1	0.5	15	-23	88*	-4	-25	-2	1.2%	-1
O=C(Nc1ccc(Nc2ccccc2)cc1)C(Cl)(Cl)Cl	-1.1	-1	-17	-5	0	2	5	0.1%	2
COc1ccc(-c2csc(NC(=O)CC(NC(C)=O)c3ccccc3)n2)cc1OC (configuration not stated)	0.3	4	5	19	-6	5	3	-0.2%	0
O=C(Cc1ccccc1F)NCC(=O)Nc1ccccc1Br	.	1	-6	.	2	.	-6	0.0%	6
CCN(c1ccccc1)S(=O)(=O)c1ccc(N)cc1	0.5	-1	.	-5	3	4	.	-0.5%	2
Cc1ccc(S(=O)(=O)N2CCN(Cc3nc4ccc(C)cc4o3)CC2)c(C)c1	0.3	29	-18	.	0	-2	1	0.9%	-1
CCN(Cc1ccc2c(c1)OCCO2)C(=O)CN1C(=O)NC2(CCCCC2)C1=O	0.9	-2	-2	41*	9	4	.	0.9%	1
O=C(Cc1ccccc1)Nc1ccc(NC(=O)c2cccs2)cc1Cl	0.6	-31*	-5	-14	5	6	-2	5.0%	7
COc1ccc(Cn2c(=O)n(-c3ccc(F)c(Cl)c3)c(=O)c3c2c2cc(OC)ccc2n3C)cc1	1.0	5	.	.	4	-4	-2	2.2%	2

Assay outcomes from PubChem BioAssay.

Not all compounds are listed. The share of hits here may be higher or lower than overall.
